Source: PubChem
EBV gp42 inh – blocks Epstein-Barr virus glycoprotein 42 binding | Fluorescence polarization binding assay, mP read-out | inhibition, % (tested at 21.74 µM) | hit rate 0.42% among 220,000 | AID 1085; in the data active = inhibition above about 50%
Target sequence (Q1HVG2 whole entry, looked up): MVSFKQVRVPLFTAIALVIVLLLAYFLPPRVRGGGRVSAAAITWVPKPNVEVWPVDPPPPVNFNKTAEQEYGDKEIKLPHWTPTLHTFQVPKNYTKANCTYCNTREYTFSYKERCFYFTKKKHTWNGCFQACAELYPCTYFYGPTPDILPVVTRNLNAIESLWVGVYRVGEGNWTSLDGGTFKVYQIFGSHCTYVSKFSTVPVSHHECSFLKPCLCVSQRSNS
PPC-1+TRAIL kill – kills PPC-1 cancer cells in the presence of TRAIL; PPC-1 cells + TRAIL, ATPLite viability luminescence; cell killing (% activity), % at 4 µM; hit rate 0.41% among 220,000;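 active = cell killing above 50% in the first pass at 4 µM, then a duplicate retest at 5 µM averaging 50% or more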;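 note: plate controls were cells with TRAIL plus DMSO for no effect and medium-only wells lacking cells for full effect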
Tb hexokinase – blocks Trypanosoma brucei hexokinase 1 activity; recombinant TbHK1, G6PDH-coupled NADH A340; inhibition, % at 10 µM; hit rate 0.11% among 220,000; AID 1430;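 active = inhibition of 50% or more in the single-dose primary screen; inactive = inhibition below 50%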
TRPML3 agonist – human mucolipin-3 channel agonism | hit rate 0.29% among 220,000 | activation, % at 3 µM | HEK293 TRPML3-YFP, Fluo-8 calcium fluorescence; 100% = the carbachol control signal | Q8TDD5 | AID 1448;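 active = activation above its plate's cutoff, the mean activation of the plate's test wells plus 3 SD, cut at about 12% in these data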;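 note: 0% = DMSO only wells and 100% = carbachol wells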
Target sequence (Q8TDD5 whole entry, looked up): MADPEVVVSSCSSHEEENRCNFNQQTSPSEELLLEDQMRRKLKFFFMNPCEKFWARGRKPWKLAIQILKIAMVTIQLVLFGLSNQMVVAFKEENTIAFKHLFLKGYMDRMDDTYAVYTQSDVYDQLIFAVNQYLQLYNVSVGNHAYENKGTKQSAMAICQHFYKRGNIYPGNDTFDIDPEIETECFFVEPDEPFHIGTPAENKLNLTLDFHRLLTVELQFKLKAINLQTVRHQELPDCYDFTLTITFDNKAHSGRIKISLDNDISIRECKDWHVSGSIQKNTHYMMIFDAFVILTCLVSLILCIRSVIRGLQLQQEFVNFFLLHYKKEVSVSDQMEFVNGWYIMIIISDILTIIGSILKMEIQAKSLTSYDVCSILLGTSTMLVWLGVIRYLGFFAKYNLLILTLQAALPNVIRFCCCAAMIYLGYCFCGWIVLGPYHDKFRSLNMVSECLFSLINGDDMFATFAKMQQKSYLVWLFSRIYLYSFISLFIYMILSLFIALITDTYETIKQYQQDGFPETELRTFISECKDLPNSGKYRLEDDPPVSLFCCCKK
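Material: TRPML3-YFP stable HEK293 cells | Dosing: One concentration, 3 µM nominal, 0.3% DMSO | Timing: 125 s total fluorescence read per well | Technique: Fluo-8 calcium dye fluorescence, ex 470-495, em 515-575 nm | Measure: Percent activation from peak-to-basal fluorescence ratio, scaled between DMSO and carbachol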
thrombin 1536 – thrombin (human) inhibition | P00734 | alpha-thrombin, Boc-VPR-AMC fluorogenic substrate cleavage | inhibition, % at 5 µM | hit rate 0.26% among 220,000;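 active = inhibition at or above 40%; inactive = inhibition below 40%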;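 note: 0% = enzyme with no compound and 100% = wells without enzyme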
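Test system: human alpha-thrombin protein / Dosing: one concentration per compound, 5 µM, with 0.2% DMSO / Medium: pH 7.5 Tris-saline with Tween 20 / Benchmarks: no-compound enzyme wells and no-enzyme blanks / Read-out basis: percent inhibition of thrombin substrate cleavage / Timing: reaction at room temperature / Measured by: fluorescence, ex 355 nm, em 460 nm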
Furin inh – inhibitors of human furin | purified furin, fluorogenic substrate cleavage | AID 463115 | inhibition, % at 30 µM | P09958 | hit rate 0.061% among 220,000; in the data active = inhibition above about 25%; note: inactives centre near -15
Calpain2 inh – calpain II (pig) inhibition; purified calpain II, fluorogenic peptide substrate, 30 min; inhibition, % at 16 µM; hit rate 0.37% among 220,000;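 active = inhibition above about 50%, limit read from the data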
TRPN1 ag – agonists of zebrafish TRPN1 channel | HEK293 zebrafish TRPN1-YFP, Fluo-8 calcium fluorescence; 100% = response to 87 µM carbachol | activation, % at 3 µM | hit rate 0.18% among 220,000 | AID 1424;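 active = activation above its plate's cutoff, the mean activation of test wells on that plate plus 3 SD, cut at about 19% in these data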;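 note: 0% = DMSO alone and 100% = 87 µM carbachol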
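Material – zebrafish TRPN1-YFP in HEK293 cells · Doses – 3 µM single point · Schedule – dye 1 h 37 °C plus 30 min RT · Signal – Fluo-8 calcium fluorescence, excitation 470-495 nm, emission 515-575 nm · Read-out – % activation versus carbachol response · Control set – carbachol high, DMSO low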
Cl transport mod – modulators of human KCC2 chloride dependent transport; Q9H2X9; KCC2 cells, thallium flux FluoZin-2 fluorescence; B-score of Tl+ flux slope (higher = more flux/activation; lower = inhibition) at 10 µM; hit rate 2.2% among 190,000; AID 1456;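 active = thallium flux slope and its plate-corrected score both differing from the plate sample mean at a set confidence after two filtering rounds, in either direction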;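 note: slope of fluorescence scaled to starting intensity during 10 to 20 s after thallium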
An asterisk follows results filed as active; i = inactive; x = not tested or not shown; [ ] = dose if it differs, or a comment.

Fields: EBV gp42 inh	TRPN1 ag	TRPML3 agonist	Calpain2 inh	Furin inh	Tb hexokinase	thrombin 1536	PPC-1+TRAIL kill	Cl transport mod
COc1ccc(C(=O)c2cc3c(cc2[N+](=O)[O-])OCCO3)cc1
→ 19	-1.2	0.3	35	-8	-11	-2	16	1.2
COc1ccc(-n2ncc3c(N4CCc5ccccc54)ncnc32)cc1
→ -9	0.7	-0.1	-165	-13[20 µM]	-14	-12	40	-0.62
Cc1cc(C)cc(NC(=O)N2CCCN(c3ncccc3[N+](=O)[O-])CC2)c1
→ -8	-0.5	-0.3	-13	-11	-13	-8	3	x
COc1ccc(/C=N/n2c(N)nc3ccccc32)cc1OC
→ -6	-0.5	0.7	29	-7	-1	2	34	0.048
C=CCNC(=S)Nc1ccc2nc(C)c(C)nc2c1
→ -2	-0.4	0.5	29	-12[20 µM]	-17	-9	20	1.5
O=C(CN(Cc1ccccc1)C(=O)c1cccc([N+](=O)[O-])c1)Nc1c(Cl)cc(Cl)cc1Cl
→ 1	0.6	0.4	-22	-15	10	-10	10	-0.45
CCCN1C(=O)c2ccccc2NC1c1ccc(C)cc1 (stereo not drawn)
→ 0	-0.5	0.6	i	-19	-5	0	10	0.24
O=[N+]([O-])c1ccc(N2CCCC2)nc1
→ -7	-0.9	0.7	-4	3	-9	-3	-6	-0.11
CC1CC(=O)C(C2c3ccccc3CCN2C(=O)CCl)C(=O)C1 (stereo not drawn)
→ -3	-0.8	0.9	-14	-22	24	-6	15	-0.041
O=S(=O)(N1CCCCCC1)N1CCN(S(=O)(=O)N2CCCCC2)CC1
→ -12	0.2	0.4	41	-10[20 µM]	4	-8	0	-0.079
Cc1cccc2sc(NNC(=O)c3cc(=O)c4ccccc4o3)nc12
→ -15	2.4	-0.3	5	-22	-3	1	32	-1.3
C=CCSc1nnc(-c2cc3c(s2)-c2ccccc2CC3)o1
→ 1	-0.1	1.1	i	-89[20 µM]	-9	-23	27	-1.2
COC(=O)Cn1c(=NC(=O)CSC(C)=O)sc2ccccc21
→ -6	-0.4	0.7	-38	-26	-3	-1	6	0.3
Cc1cc(=O)oc(C)c1C(=O)NCc1cccnc1
→ -3	1.7	0.2	14	14[20 µM]	-37	2	7	x
CC1(O)N(CCC(=O)Nc2cccc(F)c2)C(=O)OC12CCCCC2 (stereo not drawn)
→ -9	0.4	0.3	-14	-18	-10	-3	12	-0.59
CC(=O)N(C)c1ccc(NS(=O)(=O)c2cc(Cl)ccc2Cl)cc1
→ -3	-1.7	0.3	15	-14	0	x	7	-0.03
C/C(N)=C(/C#N)C(=O)CSc1nnnn1-c1ccccc1
→ -16	0.5	0.4	-24	-20[20 µM]	3	-8	11	-0.68
CN(C)CCOC(=O)CCCCCCCCC(=O)OCCN(C)C
→ -5	2.0	1.5	0	-14	-7	-8	2	-1.1
CCCCn1c(CN2C(=O)c3ccccc3C2=O)nc2ccccc2c1=O
→ -47	0.0	0.1	33	-10	-9	2	5	0.14
O=C(OCC(=O)N1CCCC1=O)C1COc2ccccc2O1 (stereo not drawn)
→ -2	0.7	1.1	-4	-30	-5	-3	7	0.11

(further entries)
Fields: EBV gp42 inh	TRPN1 ag	TRPML3 agonist	Calpain2 inh	Furin inh	Tb hexokinase	thrombin 1536	PPC-1+TRAIL kill	Cl transport mod
Cc1cc(S(=O)(=O)NCc2cccnc2)ccc1-n1cnnn1
→ -10	-0.2	0.3	-6	-20	5	-4	14	0.18
CCC(C)NCCOc1cccc(Br)c1 (stereo not drawn)
→ -2	0.0	0.3	18	-8	3	14	5	-0.11
NC(=S)N/N=C/c1coc2ccc(Br)cc2c1=O
→ 3	-1.2	-0.1	5	-16	-7	-9	2	-0.72
Cc1cccc(/C=N/n2c(C)cc(C)c(C#N)c2=O)c1
→ -2	0.6	0.5	-19	-7[20 µM]	-24	-3	7	0.083
N#CC1=C(N)Oc2n[nH]c(-c3cccs3)c2C1C1CCCCC1 (stereo not drawn)
→ 10	-0.4	0.2	4	-13[20 µM]	-6	-3	13	x
COc1ccc(Cn2c(C)ccc2C)cc1
→ -22	-0.4	0.2	-38	-6[20 µM]	-3	-2	9	0.0027
Cn1c(N=Nc2ccc(N3CCOCC3)cc2)[n+](C)c2ccccc21
→ -1	0.0	-0.1	-22	-20	15	5	-8	0.28
NC(=O)N/N=C/c1cn(-c2ccccc2)nc1-c1cccnc1
→ -7	0.1	0.2	28	-17	-3	-3	4	-0.65
O=C1Cc2ccccc2C(=O)N1OCc1ccc(Cl)cc1
→ 4	-0.1	0.5	11	-19	2	-8	0	-0.089
Cc1ccccc1NC(=O)CN1C(=O)NC2(CCCCC2)C1=O
→ -7	2.3	1.2	23	-17[20 µM]	-1	4	-25	-0.11
O=C1c2ccsc2SCCN1Cc1ccc(Cl)cc1Cl
→ 7	-1.3	-1.4	35	-18[20 µM]	6	1	19	-1.1
CN(c1ccccc1)S(=O)(=O)c1cccc(C(=O)N2CCN(c3ccccn3)CC2)c1
→ -16	2.3	0.5	-1	-18	-6	-8	8	x
CCCCOC(=O)c1cccc(NC(=O)CC)c1
→ -5	0.2	0.2	17	-15[20 µM]	3	-6	-4	-0.0051
Cc1cc([N+](=O)[O-])ccc1NC(=O)/C=C/c1cccs1
→ 2	-0.4	0.4	-19	-15	-18	2	-30	-2.2
CCC(=O)OCC(=O)Nc1cc([N+](=O)[O-])ccc1OC
→ -3	0.4	1.2	-5	-18	-20	-1	0	-0.22
O=c1[nH]c2cc3c(cc2cc1CN(Cc1cccnc1)C(=S)NCc1ccco1)OCO3
→ 1	-1.3	0.0	-139	-18	-22	-11	5	-0.31
COCCCNC(=O)C1CCN(c2ncccn2)CC1
→ -24	0.5	0.1	-79	-9	2	1	10	1.6
O=C(CSc1nnc(CNC(=O)c2ccccc2F)o1)c1ccc(Cl)cc1
→ -6	2.3	2.0	10	-14[20 µM]	-6	4	23	-1.1
CCn1c(COc2cccc(OC)c2)nnc1SCC(=O)N1CCOCC1
→ -16	0.5	0.7	2	-23	-1	4	-3	x
CSCCC1NC(=O)N(CC(=O)Nc2ccc(N3CCCCC3)cc2)C1=O (stereo not drawn)
→ -23	0.1	0.6	4	-19	-5	-6	0	0.0062

(listing goes on)
Fields: EBV gp42 inh	TRPN1 ag	TRPML3 agonist	Calpain2 inh	Furin inh	Tb hexokinase	thrombin 1536	PPC-1+TRAIL kill	Cl transport mod
Cn1c(SCC(=O)c2cc3ccccc3o2)nnc1-c1ccccc1
→ -1	-0.2	1.1	-14	-20	-10	-7	-5	-7.2*
COC(=O)c1ccccc1NC=C1C(=O)OC2(CCCCC2)OC1=O
→ -6	1.1	1.1	-5	2	-25	0	-5	-0.036
COc1ccc2nc(C)cc(SCC(=O)N/N=C/c3ccc(O)cc3O)c2c1
→ -1	0.2	0.1	-10	0	-15	-2	20	-0.1
O=C(Nc1nc(-c2nc3ccccc3s2)cs1)c1ccc(S(=O)(=O)N2CCOCC2)cc1
→ -5	0.8	-0.1	-153	-12	-8	1	-10	0.54
O=C(Oc1ccc2[nH]cc(CCN3C(=O)c4ccccc4C3=O)c2c1)c1ccco1
→ -9	0.3	0.5	-25	-9[20 µM]	-4	1	9	x
O=C(CSc1ccc(-c2ccco2)nn1)N1CCCC1
→ -9	1.2	-0.8	-72	-15	-12	-6	5	1.3
Cc1cccc(NC(=O)CSc2nnc(CCCCCNC(=O)OC(C)(C)C)o2)c1C
→ -12	5.2	1.3	24	-31	9	3	20	-0.62
O=C(/C=C/c1ccc([N+](=O)[O-])cc1)OCc1cnc(-c2ccccc2)o1
→ -20	0.5	0.2	-3	-23	-14	5	8	0.62
Cc1cc(C)c2c(n1)SCC(=O)N2CC(=O)NCCC1=CCCCC1
→ -6	1.8	0.7	-24	-30	-3	5	10	-0.047
CN(Cc1ccccc1)C(=O)CCNC(=O)Cn1cnc2ccccc2c1=O
→ -21	2.5	-0.1	6	-24	-10	-8	9	1.5
Cc1ccc(-c2noc(=O)n2CC(=O)Nc2ccc(S(=O)(=O)NC3CC3)cc2)cc1
→ -7	0.4	1.6	2	-15[20 µM]	-7	1	16	0.1
Cc1ccc(S(=O)(=O)N2CCC(C(=O)NCCCOC(C)C)CC2)cc1
→ -23	0.4	0.2	-15	-12[20 µM]	0	0	23	x
CS(=O)(=O)N1N=C(c2ccco2)CC1c1ccccc1 (stereo not drawn)
→ -17	0.0	0.7	-27	-15	-4	-6	-6	0.25
CCOC(=O)/C(C#N)=C/N=c1ccc(C)cn1C
→ -10	0.3	0.8	17	0	-24	12	24	0.025
CC(C)Cc1nnc(NC(=O)c2cc3c(s2)CCC3)s1
→ -38	2.1	-0.4	-77	-25	-16	0	14	-0.022
CC(=O)c1nnn(-c2ccc([N+](=O)[O-])cc2)c1C
→ -33	0.2	0.6	-12	-35	0	3	0	-0.41
CCCCC(c1nnnn1CC1CCCO1)N1CCN(c2cccc(C)c2C)CC1 (stereo not drawn)
→ 0	-2.3	-0.6	21	-12	3	0	2	-1
CCCCCc1nnc(N)s1
→ -11	2.1	1.6	2	-11[20 µM]	-4	-4	3	-3.5
CCOC(=O)C1=C(CNCCc2ccc(Cl)cc2)NC(=O)NC1c1cccc([N+](=O)[O-])c1 (stereo not drawn)
→ -2	-1.5	0.1	9	-19	0	2	15	-0.63
COC(=O)CNC(=O)COC(=O)/C=C/c1ccc2ccccc2n1
→ -6	0.1	0.8	8	-7	-13	-13	21	-1.5

Next part.
Fields: EBV gp42 inh	TRPN1 ag	TRPML3 agonist	Calpain2 inh	Furin inh	Tb hexokinase	thrombin 1536	PPC-1+TRAIL kill	Cl transport mod
CC(C)NC(=O)C1COc2ccccc2O1 (stereo not drawn)
→ -3	1.4	0.7	-6	-23	-6	-4	5	1.4
COC(=O)c1cnc(SCc2ccc(Cl)cc2)n1C
→ 1	-2.3	-1.2	-24	-23	3	-3	3	-0.74
C=CCNC(=S)NNC(=O)COc1c(Cl)cc(Cl)cc1Cl
→ -3	-0.6	-0.4	6	-28	3	-2	23	7.6*
CN1CCN(Cc2nc3ccccc3c(=O)n2Cc2nc(-c3ccccc3F)cs2)CC1
→ 14	-1.8	0.0	0	-11	-7	-16	6	-2
Cc1ccc(OCC(=O)Nc2ccc(N3CCN(C(=O)c4ccco4)CC3)cc2)cc1
→ 2	5.1	3.4	35	-12	6	-4	10	0.077
COc1ccc(CC(=O)NC(c2ccccc2)c2ccccc2)cc1S(=O)(=O)N1CCOCC1
→ -28	0.0	-0.7	-6	-13[20 µM]	-13	-1	20	0.037
CCOCCCNCc1cc(Br)ccc1OCC
→ -7	-2.6	-0.4	-18	-14	2	0	29	-0.49
Cc1c(NC(=O)Nc2ccc(Cl)cc2Cl)c(=O)n(-c2ccccc2)n1C
→ 11	1.6	0.6	5	-3	2	-12	-2	0.37

Record cards (already shown).
`CC(C)NC(=O)C1COc2ccccc2O1` (stereo not drawn) as listed: EBV gp42 inh: -3; TRPN1 ag: 1.4; TRPML3 agonist: 0.7; Calpain2 inh: -6; Furin inh: -23; Tb hexokinase: -6; thrombin 1536: -4; PPC-1+TRAIL kill: 5; Cl transport mod: 1.4
`CN1CCN(Cc2nc3ccccc3c(=O)n2Cc2nc(-c3ccccc3F)cs2)CC1` as listed: EBV gp42 inh: 14; TRPN1 ag: -1.8; TRPML3 agonist: 0.0; Calpain2 inh: 0; Furin inh: -11; Tb hexokinase: -7; thrombin 1536: -16; PPC-1+TRAIL kill: 6; Cl transport mod: -2
